# RGS4 block = RGS4 inhibitors, primary screen, cell-based, HEK293 M3R inducible RGS4, calcium flux; Fluo-4 calcium flux; hits give high values; triggered by carbachol at its EC20; Regulator of G-protein signaling 4 (Homo sapiens), P49798; 0.45% of 310,000 active; AID 463165, 2010; B-score at 10 µM;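 active means B-score, a plate-corrected calcium signal, over three deviations above library mean, with baseline fluorescence within five deviations of library mean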;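 further: RGS4 expression induced by doxycycline in cells with stable M3 receptor; B-score is computed from the integrated fluorescence ratio over baseline after carbachol; higher B-score means a larger calcium signal and so more RGS4 inhibition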
# MrgX1 ag = agonists of human MrgX1 receptor, primary screen, HEK293 cells, Fluo-4 calcium flux; Fluo-4 calcium fluorescence, agonist mode; hits give high values; AID 588627, 2011; B-score at 10 µM; 0.44% of 310,000 active;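 active means calcium response B-score plate-corrected fluorescence ratio at least 3 library SD, with starting fluorescence B-score inside 5 SD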
#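 Assay system: MrgX1-expressing HEK293 cells / Amount: fifteen thousand cells per well / Doses: test compound in the initial addition of three / Timing: cells plated overnight, dye loaded 0.5 h 37 °C, 0.5 h room temperature / Technique: kinetic calcium dye fluorescence, Fluo-4 NW / Control set: positive and negative controls per plate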
# HIF activator = HIF pathway transcriptional activators, primary screen, cell-based, U2OS HRE-luciferase, luminescence; activation, % at 7.5 µM (by protocol); U2OS HRE-luciferase reporter; normalized: DMSO 0%, desferrioxamine 100%; AID 1910, 2009; 0.32% of 300,000 active;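 active means mean activation of at least 10% of the iron chelator positive control signal, with at least half of replicates also reaching 10%; inconclusive means mean and replicate majority disagree about reaching 10%; inactive means mean and most replicates under 10%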
# MrgX1 allo act = positive allosteric modulators of MrgX1, primary screen, HEK293 cells, Fluo-4 calcium flux; Mas-related G-protein coupled receptor member X1 (Homo sapiens), Q96LB2; FDSS; hits give high values; B-score at 10 µM; 0.63% of 310,000 active; AID 588675, 2011;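 active means plate-corrected calcium response at least 3 library SD above typical, normal starting fluorescence, not activating the receptor alone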;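 further: compound read alongside a low EC10 to EC30 dose of BAM8-22 agonist; peak minus trough fluorescence over baseline measured at the second addition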
# TRPC6 inhibitor = mouse TRPC6 channel inhibitors, primary screen, cell-based, HEK293, membrane potential dye. ACh-evoked depolarization; hits give low values. 1.1% of 310,000 active. Short transient receptor potential channel 6 (Mus musculus), Q61143. B-score at 10 µM;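 active means B-score under library mean minus 3 SD, initial fluorescence not abnormally high, positive integrated signal ratio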;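 further: B-score derived from integrated fluorescence ratio over the kinetic read; more negative B-score means stronger inhibition of depolarization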
# Platelet DG rel = inhibitors of platelet dense granule secretion, primary screen, cell-based, MLPCN, human platelets | human platelet-rich plasma, SFLLRN dense granule ATP release, luminescence | inhibition, %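 (compounds screened at 7.5 µM in platelet-rich plasma)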 | 0.22% of 300,000 active | AID 1663, 2009;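 active means mean replicate score, as percent of positive control, at or above 50; inconclusive means mean below 50 but at least one replicate at or above 50; inactive means mean and every replicate below 50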
# TRPC6 activator = mouse TRPC6 channel activators, primary screen, cell-based, HEK293, membrane potential dye; HEK293-TRPC6 membrane potential dye fluorescence; hits give high values; B-score at 10 µM; 0.13% of 310,000 active; AID 2550, 2010;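 active means B-score of the integrated fluorescence ratio above library mean plus 3 SD, and starting fluorescence ratio within library mean plus 5 SD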;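 further: higher score means more depolarization so channel activation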
# TRPC4 block = inhibitors of mouse TRPC4 channel, primary screen, Fluo4 calcium, HEK293 TRPC4beta/mu-opioid cells; DAMGO-evoked Fluo4 calcium flux; hits give low values; B-score at 10 µM; AID 2247, 2010; 0.39% of 300,000 active;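 active means B-score over 3 SD under the library average, no early fluorescence shift, positive overall ratio signal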
# Target sequence (Q9QUQ5 whole entry, looked up): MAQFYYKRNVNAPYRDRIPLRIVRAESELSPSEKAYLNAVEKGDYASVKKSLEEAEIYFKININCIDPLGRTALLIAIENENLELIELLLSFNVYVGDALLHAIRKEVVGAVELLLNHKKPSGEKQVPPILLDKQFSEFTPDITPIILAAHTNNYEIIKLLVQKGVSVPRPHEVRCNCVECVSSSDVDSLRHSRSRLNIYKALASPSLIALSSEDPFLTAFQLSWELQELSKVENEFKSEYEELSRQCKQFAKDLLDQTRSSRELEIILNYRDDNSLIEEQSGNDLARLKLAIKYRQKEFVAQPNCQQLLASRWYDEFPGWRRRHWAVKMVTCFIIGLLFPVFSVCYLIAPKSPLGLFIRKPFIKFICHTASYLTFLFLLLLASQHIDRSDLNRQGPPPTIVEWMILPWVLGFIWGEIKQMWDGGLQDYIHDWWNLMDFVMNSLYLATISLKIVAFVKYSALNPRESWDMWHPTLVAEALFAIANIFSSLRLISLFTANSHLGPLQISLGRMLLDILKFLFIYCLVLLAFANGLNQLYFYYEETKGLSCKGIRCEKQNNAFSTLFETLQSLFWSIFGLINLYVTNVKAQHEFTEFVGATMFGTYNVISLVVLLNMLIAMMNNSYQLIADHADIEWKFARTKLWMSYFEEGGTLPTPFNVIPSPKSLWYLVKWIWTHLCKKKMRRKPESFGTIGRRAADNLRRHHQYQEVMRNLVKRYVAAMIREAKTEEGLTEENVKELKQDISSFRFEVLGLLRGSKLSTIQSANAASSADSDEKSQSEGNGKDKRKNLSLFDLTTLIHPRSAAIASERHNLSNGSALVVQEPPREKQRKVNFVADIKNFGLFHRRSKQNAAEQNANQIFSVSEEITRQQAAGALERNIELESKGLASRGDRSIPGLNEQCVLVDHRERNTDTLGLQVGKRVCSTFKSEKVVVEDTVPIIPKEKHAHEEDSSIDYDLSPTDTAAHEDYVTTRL
#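 System: stable TRPC4beta/mu-opioid receptor HEK293 cells; Dosing: single-point compound dosing; Measured by: Fluo4 Ca2+ flux fluorescence; Read-out basis: per-well B score of integrated baseline-normalized Fluo4 ratio.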
# MrgX1 antag = antagonists of human MrgX1 receptor, primary screen, HEK293 cells, Fluo-4 calcium flux. BAM8-22 antagonism; hits give low values. B-score at 10 µM. 1.3% of 310,000 active. AID 588676, 2011;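 active means calcium-response B-score plate-corrected more than 3 library SD below zero, starting fluorescence within 5 deviations, no agonist response on first addition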;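 further: peak minus trough fluorescence over baseline after final BAM8-22 challenge near maximal dose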
# SKKanGAS inh = S. pyogenes SKKanGAS growth inhibitors in kanamycin, primary screen, streptokinase expression inhibitor project, SKKanGAS strain, BacTiter-Glo luminescence; 6 h; inhibition, % at 7.5 µM; AID 1662, 2009; 1.3% of 300,000 active;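 active means mean replicate score, as percent of positive control median, at least 50; inconclusive means mean below 50 but one replicate at or above 50; inactive means mean and every replicate below 50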;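 further: strain carries kanamycin resistance gene driven by streptokinase promoter and grows in 40 µg/ml kanamycin; loss of luminescence reflects streptokinase promoter inhibition or plain growth inhibition; 0% = median of DMSO wells and 100% = positive control at its reference dose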
# RGS4 act = RGS4 potentiators or activators, primary screen, cell-based, HEK293 M3R inducible RGS4, calcium flux. 0.92% of 310,000 active. B-score at 10 µM. carbachol calcium flux Fluo4; hits give low values;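 active means B-score of the integrated calcium signal more than 4 SD below the library mean, with starting fluorescence not abnormally high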;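 further: negative B-score means reduced calcium response which marks RGS4 activation or potentiation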
#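 Also added: carbachol at ECmax as muscarinic agonist stimulus; Assay system: HEK293 cells with stable M3R and inducible RGS4; Timing: overnight RGS4 induction, 30 min dye load 37 °C, 20 min compound RT; Measured by: Fluo4-AM (2 µM) calcium-flux fluorescence, kinetic read.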
# * marks the source's active call; other numbers are inactive results; i = inactive; ? = inconclusive; . = not tested or not shown.
SMILES,RGS4 block,MrgX1 ag,HIF activator,MrgX1 allo act,TRPC6 inhibitor,Platelet DG rel,TRPC6 activator,TRPC4 block,MrgX1 antag,SKKanGAS inh,RGS4 act
CCc1cccc(NC(=O)CCc2c(C)nn(-c3ccc(N4CCOCC4)nn3)c2C)c1,i,i,1.4,i,i,2.4,i,i,i,-4.0,i
C=CCN(CC(=O)c1sc(C(=O)OCC)nc1C)c1cccc(Br)c1,i,i,0.1,i,i,-1.9,i,.,i,6.0,i
C=CCn1cc(/C=N/Nc2nc3ccccc3[nH]2)c2ccccc21,i,i,3.4,i,i,?,i,i,i,37.9,i
Cn1c(SCC(=O)NCC2CCCO2)nnc1-c1ccc(S(=O)(=O)N2CCCC2)cc1 (configuration not stated),i,i,-0.6,i,i,-7.1,i,i,i,-1.7,i
O=C(COc1ccccc1)NCC(=O)Nc1cccc2ccccc12,i,i,0.0,i,i,5.3,i,i,i,2.8,i
CCOc1ccc(NC(=O)COc2ccc(C(=O)N3CCC(C(N)=O)CC3)cc2OC)cc1,i,i,-0.6,i,i,18.9,i,i,-8.23*,-5.9,i
O=C(c1ccccc1)N1CCCC(c2nc3c(nnn3Cc3ccccc3)c(=O)[nH]2)C1 (configuration not stated),i,i,-0.4,i,i,2.8,i,i,i,-0.3,i
c1cnc2ccc(-c3ccc4ncccc4c3)cc2c1,i,i,0.4,i,i,4.4,i,i,i,1.9,i
COc1cccc(CN2CCNC(=O)C2CC(=O)NCc2cn3ccc(C)cc3n2)c1OC (configuration not stated),i,i,0.2,i,i,-2.5,i,i,i,2.2,i
CCOc1ccc(NC(=O)c2ccc(F)cc2F)cc1,i,i,0.8,i,i,29.7,i,i,i,11.7,i
O=C(Nc1nnc(Cc2ccccc2)s1)Nc1ccccc1F,i,i,1.6,i,i,-4.3,i,i,i,-4.4,i
COc1ccc2c(c1)C(=O)N(c1ccccc1)C(=O)C2,i,i,0.3,i,i,-3.5,i,i,i,-0.7,i
Cc1cc(=O)oc(C)c1C(=O)NNC(=O)C1(C)CC1Br (configuration not stated),i,i,-0.3,i,i,-4.7,i,i,i,-6.0,i
O=C(CN1C(=O)CSc2ccc(S(=O)(=O)N3CCCCC3)cc21)NCc1cccnc1,i,i,-0.3,i,i,-1.8,i,i,i,0.6,i
Cc1nnc2ccc(-c3cccc(NC(=O)c4ccc(Br)o4)c3)nn12,i,i,1.2,i,i,6.4,i,i,i,-10.5,i
COc1ccc(/C=N/NC(=O)c2cccc([N+](=O)[O-])c2)cc1OC(=O)c1ccccc1,i,i,2.1,i,i,-0.7,i,i,i,9.2,i
Cc1cccc(CN2C(=O)N/C(=C/c3cc(C)n(-c4cc(C)ccn4)c3C)C2=O)c1,i,i,0.1,i,i,5.0,i,i,i,10.9,i
c1ccc(-c2nnnc3ccccc23)cc1,i,i,-19.5,i,i,-3.0,i,i,i,0.1,i
Cc1ccc(C)c(NC(=O)/C(C#N)=C/c2cn(CC(=O)NCc3ccco3)c3ccccc23)c1,i,i,-2.6,i,i,19.9,i,i,i,0.8,i
Cn1c(=O)c(-c2cc(Br)ccc2N)nc2ccccc21,i,i,3.2,i,i,5.2,i,i,i,-6.7,i
COc1ccccc1OC(=O)CCN1c2ccccc2Sc2ccccc21,i,i,-0.5,i,i,4.1,i,i,i,2.9,i
COc1ccc(CC2SC(=Nc3ccc(F)cc3)NC2=O)cc1 (configuration not stated),i,i,0.0,i,i,0.7,i,i,i,2.3,i
CC(C)Cn1ccc(=O)n(CC(C)C)c1=O,i,i,-0.7,i,i,-4.4,i,i,i,-13.3,i
COC(=O)C1=C(N)Oc2cc(C)[nH]c(=O)c2C1c1ccncc1 (configuration not stated),i,i,-0.1,i,i,2.1,i,i,i,-0.3,i
O=C(Cn1ncc(N2CCOCC2)c(Br)c1=O)c1ccc(Cl)cc1,i,i,2.0,i,i,0.7,i,i,i,-18.7,i
CCc1nnc(NC(=O)c2ccc(S(=O)(=O)N3CCCC(C)C3)cc2)o1 (configuration not stated),i,i,0.5,i,i,-13.2,i,i,i,17.0,i
O=C(Cc1cccs1)N1CCN(c2cccc(Cl)c2)CC1,i,i,0.6,i,i,1.1,i,i,i,-2.1,i
COC(=O)[C@]1(C)N[C@H](c2ccc(-c3ccc(F)cc3)cc2)[C@@H]2C(=O)N(C)C(=O)[C@@H]21,i,i,0.5,i,i,0.5,i,i,i,2.9,i
CSc1nc2ccc(NC(=O)c3ccc(=O)n(C)n3)cc2s1,i,i,1.3,i,-5.09*,37.4,i,i,i,14.4,i
Cc1nnc(N/N=C/c2c(Cl)cccc2Cl)n1N,i,i,0.0,i,i,6.8,i,i,i,2.6,i
c1ccc(CC2CCN(c3ncnc4sccc34)CC2)cc1,i,.,0.4,.,i,5.2,i,i,.,27.7,i
Cc1ccc(NC(=O)CSc2nc(N)c3cc4c(nc3n2)CCCC4)cc1,i,i,0.2,i,i,-20.2,i,i,i,13.7,i
Cc1ccc2c(CSc3nnc(N)s3)cc(=O)oc2c1,i,i,0.3,i,i,2.6,i,i,i,-1.5,i
CC(=O)N1CCc2ccccc2C1CC(=O)O (configuration not stated),i,i,-0.3,i,i,13.5,i,i,i,1.3,i
CCOc1cc(C(=O)NC(C)Cc2cccs2)cc(OCC)c1OCC (configuration not stated),i,i,-0.3,i,i,-4.4,i,i,i,-6.7,i
CCOCCCn1c(SCC(=O)Nc2ccc(OC)cc2)nc2ccccc2c1=O,i,i,-1.1,i,i,-0.1,i,i,i,-4.8,i
COc1ccccc1NC(=O)CSc1nn2c(=O)c(C)nnc2s1,i,i,0.0,i,i,-8.4,i,i,i,-1.6,i
O=S(=O)(NCc1ccc(Cl)cc1)c1ccc(Cl)nc1,i,i,0.0,i,i,0.4,i,i,i,-0.9,i
CCCN(CCC)S(=O)(=O)c1ccc(NS(C)(=O)=O)cc1,i,i,-0.2,i,i,-18.0,i,i,i,0.4,i
O=c1c2ccccc2nc(-c2ccco2)n1/N=C/c1ccccc1O,i,i,0.4,i,i,-6.3,i,i,i,-1.5,i
Cc1cc(C(=O)NC(C)C2CCCO2)c(C)o1 (configuration not stated),i,i,-0.7,i,i,3.9,i,i,i,-3.4,i
Cc1onc(-c2ccccc2Cl)c1C(=O)N1CCN(c2ccccc2)CC1,i,i,0.3,i,i,-4.0,i,i,i,0.3,i
CN(C)S(=O)(=O)c1ccc(C(=O)OCC2CC2(Cl)Cl)cc1 (configuration not stated),i,i,-0.3,i,i,0.5,i,i,i,8.8,i
CCOc1ccc(C(=O)Nc2c(C(N)=O)oc3ccccc23)cc1,i,i,0.5,i,i,-1.4,i,i,i,-13.8,i
Cc1cccc(N2C(=O)C3C4CC(C(Br)C4Br)C3C2=O)n1 (configuration not stated),i,i,-0.4,i,i,13.8,i,i,i,-5.1,i
c1ccc(CSc2n[nH]c(-c3ccco3)n2)cc1,i,i,0.9,i,i,-1.4,i,i,i,-12.6,i
COc1ccc(-c2cc(C(=O)NCC3CCCO3)c3cc(C)ccc3n2)cc1 (configuration not stated),i,i,1.4,i,i,-6.2,i,i,i,-12.2,i
CCOC(=O)c1cc2c(ccn2C)n1CC(=O)N1CCC(C)CC1,i,i,0.0,i,i,-4.8,i,i,i,1.7,i
Cc1ccc(C(=O)N2CCN(S(=O)(=O)c3ccccc3)CC2)cc1,i,i,2.6,i,i,-3.0,i,i,i,-3.9,i
Nc1nncn1C(=O)CCCOc1ccc(Cl)cc1Cl,i,i,0.6,i,i,-6.4,i,i,i,-4.0,i
Cc1ccc(N(C(=O)c2snc(C(N)=O)c2N)C(CC(C)C)C(=O)NC2CCCC2)cc1 (configuration not stated),i,i,0.1,i,i,3.5,i,i,i,-10.3,i
O=C(c1ccc(CS(=O)c2ccc(F)cc2)o1)N1CCN(C2CCCCC2)CC1 (configuration not stated),i,i,-0.3,i,i,-14.8,i,i,i,6.8,i
CN(Cc1ccccc1)C(=C(Cl)Cl)/C(=C1/NCCN1C)[N+](=O)[O-],i,i,0.1,i,i,2.1,i,i,i,-4.1,i
COc1ccc(C(=O)CNc2ccccc2CO)cc1,i,i,1.6,i,i,-1.7,i,i,i,-2.9,i
CCCN1C(=O)/C(=C\C=C2/Sc3ccccc3N2CCO)SC1=S,i,i,-0.2,i,i,23.8,i,i,i,46.2,i
Cc1ccc(C(=O)OC2OC(=O)C(Cl)=C2N2CCOCC2)cc1 (configuration not stated),i,i,0.4,i,i,-9.0,i,i,i,74.8*,i
CCCc1cc(C(=O)OC)c(NC(=O)c2cc(C)on2)s1,i,i,-0.4,i,i,5.0,i,i,i,-7.2,i
O=C(Nc1nnc(C2CC2)s1)c1cc(Cl)sc1Cl,i,i,1.5,i,i,-4.8,i,i,i,21.1,i
COc1cccc(C(=O)NNC(=O)C2CCCO2)c1 (configuration not stated),i,i,-0.6,i,i,-11.4,i,i,i,2.1,i
Cc1ccccc1C(=O)N[C@H](C(=O)Nc1ccc(Cl)c(Cl)c1)C(C)C,i,i,0.4,i,i,9.5,i,i,i,6.8,i
Cc1ccc(CNc2cnn(C34CC5CC(CC(C5)C3)C4)c(=O)c2Cl)cc1,i,i,-0.4,i,i,2.2,i,i,i,0.7,i
CCOCc1[nH]c(=S)[nH]c(=O)c1Cc1ccc(OC(C)C)cc1,i,i,-1.0,i,i,-1.1,i,i,i,-11.5,i

# Bioassay records (PubChem)
